# Screening results (PubChem BioAssay)
# KKLEB cytotox: CF airway cell cytotoxicity counter-screen | AID 602141 | activity change (cytotoxicity), % at 5 µM | KKLEB CF airway cells viability, ATPlite luminescence, overnight; stronger effect = lower value; cells stimulated with P. aeruginosa culture filtrate | 360,000 tested, 0.36% active;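 active means corrected activity change at or below -50% at 5 µM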
# TROY signal inh: blocks TROY-dependent signaling in reporter cells; AID 1347056; inhibition, % at 10 µM; Q293 LMP1-TROYcd NF-kB luciferase reporter, 4 h; 360,000 tested, 0.98% active;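 active means compounds whose plate-normalised and pattern-corrected inhibition of the luciferase reporter signal at the single screening dose is 50% or more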
# NR2E3 ag-1: human photoreceptor-specific nuclear receptor agonism. Q9Y5X4. CHO-S Gal4-NCOR/VP16-NR2E3 two-hybrid, luciferase. inhibition of corepressor binding, % at 3.98 µM. 360,000 tested, 0.35% active. AID 602229;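 active means inhibition above the mean of all tested compounds plus 3 SD, cut at about 70% in these data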;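 further: 0% = DMSO with NR2E3 transfected cells and 100% = cells lacking NR2E3 construct; higher means lower luciferase signal from less NR2E3 corepressor binding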
# Target sequence (Q9Y5X4 whole entry, looked up, the tested form may be a part): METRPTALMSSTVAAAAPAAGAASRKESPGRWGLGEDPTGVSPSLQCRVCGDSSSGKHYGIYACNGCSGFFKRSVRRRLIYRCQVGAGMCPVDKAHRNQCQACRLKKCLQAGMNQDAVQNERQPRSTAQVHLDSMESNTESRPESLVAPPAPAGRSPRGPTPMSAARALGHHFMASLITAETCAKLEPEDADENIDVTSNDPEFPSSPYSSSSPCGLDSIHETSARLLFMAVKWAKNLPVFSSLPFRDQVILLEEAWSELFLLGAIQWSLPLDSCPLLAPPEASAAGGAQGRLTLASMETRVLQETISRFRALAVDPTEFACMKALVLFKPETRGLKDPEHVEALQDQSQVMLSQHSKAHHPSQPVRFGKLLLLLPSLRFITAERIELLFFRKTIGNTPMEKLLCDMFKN
# NR2E3 ag-2: activates human photoreceptor nuclear receptor NR2E3 | GST-NR2E3/biotin-RetCOR TR-FRET, 1536-well | inhibition of corepressor binding, % at 4.78 µM | 320,000 tested, 0.12% active | AID 2300;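 active means percent inhibition above the cutoff of mean plus 3 SD of all tested compounds, set per screening campaign, cut at about 20% in these data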;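 further: 0% = DMSO wells and 100% = biotin wells as full block of FRET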
#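 Test system: GST-NR2E3 and biotin-RetCOR proteins | Quantity: 1.35 nM GST-tagged NR2E3 final | Medium: Tris pH 7.5 | Also added: 7 nM biotin-RetCOR | Dosing: Compound at 4.8 µM, single dose | Timing: 5 h at 4 °C | Detection: Time-resolved FRET | Read-out basis: Percent inhibition | Benchmarks: Biotin wells as high control, 0.6% DMSO wells as low control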
# TWEAK-Fn14 inh: blocks TWEAK-Fn14 interaction in a reporter cell assay; TWEAK-stimulated Fn14 reporter cells, luciferase luminescence, 8 h; inhibition, % at 10 µM; 360,000 tested, 2% active; in the data active means inhibition above about 50%
# Peg3 promoter: reduces Peg3 promoter-driven luciferase expression in HeLa | HeLa PEG-Prom luciferase reporter, luminescence, overnight | inhibition, % at 20 µM | 360,000 tested, 1.7% active;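 active means inhibition of at least 50% at 20 µM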
# HIF-2a block: inhibitors of HIF-2a; 786-0 RCC cells HIF-2a reporter, luciferase luminescence, overnight; inhibition, % at 18.8 µM; 360,000 tested, 0.72% active; AID 624352;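 active means inhibition of the luminescence signal of 40% or more relative to plate controls, in a single-dose primary screen at 18.75 µM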
# MITF TRPM1 inh: MITF TRPM1 promoter inhibition in SK-MEL-5 cells; 330,000 tested, 0.83% active; SK-MEL-5 TRPM1 promoter luciferase, 24 h; inhibition, % at 12.5 µM;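 active means mean inhibition across replicates of 60% or more, whatever share of single replicates reaches that level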; further: values of inactives mirror those of a sister screen read the other way
# Shn3 3UTR inh: reduces Shn3 3'UTR luciferase signal in osteoblasts | Clone20 osteoblast Shn3 3'UTR firefly luciferase, 24 h | inhibition, % at 12.5 µM | 360,000 tested, 0.52% active | AID 588674;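 active means mean inhibition of at least 75% with every replicate also reaching 75%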;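 further: 0% = median of neutral control wells and 100% = pilot-screen positive control compound; some compounds past the cut are filed as inactive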
# TRAIL sens C8: caspase-8 TRAIL sensitization | inhibition (viability loss, TRAIL sensitization), % at 10 µM | 360,000 tested, 1% active | NB7+C8 cells + TRAIL, ATPlite viability luminescence;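 active means compounds causing at least 50% loss of cell viability in the single-dose screen, relative to plate controls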
# CF NFkB block: blocks PAF-induced NF-kB reporter in cystic fibrosis cells. inhibition, % at 5 µM. KKLEB NF-kB-GFP reporter, GFP fluorescence overnight. 360,000 tested, 0.86% active;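 active means at least 50% inhibition at 5 µM, scaled per plate between neutral and stimulator controls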;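 further: PAF is a Pseudomonas aeruginosa culture filtrate used as stimulus; plate controls were PAF-stimulated DMSO wells for no effect and unstimulated DMSO wells for full effect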
# An asterisk follows results filed as active; x = not tested or not shown. Not all compounds are listed; count on the stated rates, not on these rows.
cpd	molecule	KKLEB cytotox	TROY signal inh	NR2E3 ag-1	NR2E3 ag-2	TWEAK-Fn14 inh	Peg3 promoter
1	COc1ccc(S(=O)(=O)NNC(=O)C2CC(c3cccnc3)=NO2)cc1 (stereo unspecified)	16	-4	-19	0	2	10
2	C=CC[C@@H](CC(=O)N[C@H](CO)Cc1ccccc1)C(=O)N[C@@H](COC(=O)[C@@H](CC=C)Cc1ccc(F)cc1)Cc1c[nH]c2ccccc12	0	-19	-31	x	12	26
3	OCC1(Cc2ccc(Cl)cc2)CCN(Cc2ccc(Oc3ncccn3)cc2)CC1	7	10	11	3	-17	12
4	Cc1ccc(C(=O)NCCC(=O)NCc2cc(=O)n(C)c(=O)n2C)cc1	18	1	2	4	13	-8
5	COc1ccc([C@@H]2C[C@H](c3ccccc3)Oc3cc(OC)c(OC)c(OC)c32)cc1	-15	-18	-20	4	-22	9
6	Cc1ccc(C)c(S(=O)(=O)Nc2cc3c4c(c2)CCN4C(=O)CC3)c1	-2	6	47	1	0	-28
7	Cc1ccc(C(C(=O)NC(C)(C)C)N(C(=O)c2csnn2)c2cccc(F)c2)o1 (stereo unspecified)	4	0	-5	2	1	7
8	O=C1N=C(N2CCCC2)S/C1=C\c1ccccc1	-11	-20	-8	-4	-2	-32
9	COC(=O)Cc1ccc(NC(=S)NCCCO)cc1	14	2	-16	-1	0	-2
10	CCN=C1SCC(=O)N1c1ccc(OC)cc1	-12	-9	-7	3	-2	3
11	COc1ccc(CNC(=O)c2nn(-c3ccccc3)cc2OC)cc1	-3	2	-12	-1	38	5
12	CC(C)CCNC(=O)NC(=O)CSc1nnc2ccccn12	10	-17	16	7	-9	-13
13	Oc1cccc(/C=N/N(Cc2ccccc2)c2ccccc2)c1	9	15	-5	2	14	-4
14	O=C1N=C2N(CCN3CCCCC3)c3ccccc3N2/C1=C\c1ccc([N+](=O)[O-])s1	9	12	22	x	7	-15
15	CC1CCCC(C)N1C(=O)COC(=O)C(Cc1ccccc1)NC(=O)c1cccs1 (stereo unspecified)	2	-26	-1	6	-7	-2

cpd	HIF-2a block	MITF TRPM1 inh	Shn3 3UTR inh	TRAIL sens C8	CF NFkB block
1	6	-5	5	-4	-13
2	8	14	21	11	-5
3	10	1	6	15	-19
4	-1	-6	-12	3	5
5	-4	13	4	9	15
6	5	-8	5	4	4
7	15	-1	-10	-5	-8
8	-41	-7	-18	10	5
9	-1	-2	8	9	-12
10	1	-7	10	-3	-16
11	3	-5	1	-15	3
12	12	-9	-5	-3	-2
13	17	17	71	-3	-6
14	8	14	-8	17	-7
15	12	-3	-27	-5	7

# Reprinted: nos. 2 to 14
cpd	molecule	KKLEB cytotox	TROY signal inh	NR2E3 ag-1	NR2E3 ag-2	TWEAK-Fn14 inh	Peg3 promoter
2	C=CC[C@@H](CC(=O)N[C@H](CO)Cc1ccccc1)C(=O)N[C@@H](COC(=O)[C@@H](CC=C)Cc1ccc(F)cc1)Cc1c[nH]c2ccccc12	0	-19	-31	x	12	26
3	OCC1(Cc2ccc(Cl)cc2)CCN(Cc2ccc(Oc3ncccn3)cc2)CC1	7	10	11	3	-17	12
4	Cc1ccc(C(=O)NCCC(=O)NCc2cc(=O)n(C)c(=O)n2C)cc1	18	1	2	4	13	-8
5	COc1ccc([C@@H]2C[C@H](c3ccccc3)Oc3cc(OC)c(OC)c(OC)c32)cc1	-15	-18	-20	4	-22	9
6	Cc1ccc(C)c(S(=O)(=O)Nc2cc3c4c(c2)CCN4C(=O)CC3)c1	-2	6	47	1	0	-28
7	Cc1ccc(C(C(=O)NC(C)(C)C)N(C(=O)c2csnn2)c2cccc(F)c2)o1 (stereo unspecified)	4	0	-5	2	1	7
8	O=C1N=C(N2CCCC2)S/C1=C\c1ccccc1	-11	-20	-8	-4	-2	-32
9	COC(=O)Cc1ccc(NC(=S)NCCCO)cc1	14	2	-16	-1	0	-2
10	CCN=C1SCC(=O)N1c1ccc(OC)cc1	-12	-9	-7	3	-2	3
11	COc1ccc(CNC(=O)c2nn(-c3ccccc3)cc2OC)cc1	-3	2	-12	-1	38	5
12	CC(C)CCNC(=O)NC(=O)CSc1nnc2ccccn12	10	-17	16	7	-9	-13
13	Oc1cccc(/C=N/N(Cc2ccccc2)c2ccccc2)c1	9	15	-5	2	14	-4
14	O=C1N=C2N(CCN3CCCCC3)c3ccccc3N2/C1=C\c1ccc([N+](=O)[O-])s1	9	12	22	x	7	-15

cpd	HIF-2a block	MITF TRPM1 inh	Shn3 3UTR inh	TRAIL sens C8	CF NFkB block
2	8	14	21	11	-5
3	10	1	6	15	-19
4	-1	-6	-12	3	5
5	-4	13	4	9	15
6	5	-8	5	4	4
7	15	-1	-10	-5	-8
8	-41	-7	-18	10	5
9	-1	-2	8	9	-12
10	1	-7	10	-3	-16
11	3	-5	1	-15	3
12	12	-9	-5	-3	-2
13	17	17	71	-3	-6
14	8	14	-8	17	-7

# Following part
cpd	molecule	KKLEB cytotox	TROY signal inh	NR2E3 ag-1	NR2E3 ag-2	TWEAK-Fn14 inh	Peg3 promoter
16	N#C/C(=C\c1ccc(Cl)c([N+](=O)[O-])c1)c1ccccn1	-2	10	5	4	-27	93*
17	CC1CCN(c2cc(N3CCOCC3)c(F)cc2[N+](=O)[O-])CC1	-7	8	0	-1	-4	1
18	Cn1c2nc3ccccc3c-2nc2ccccc21	-6	-74	-52	x	-45	-100
19	COc1ccc(-c2nc3ccccc3n2Cc2ccccc2)cc1	-4	-11	-34	2	-23	-1
20	CCN(C(=O)CN1c2ccccc2CC1C)c1c(N)n(Cc2ccccc2)c(=O)[nH]c1=O (stereo unspecified)	-5	-2	0	4	14	-9
21	O=C(NC(=O)N1CCN(c2cccc(Cl)c2)CC1)c1ccccc1	8	8	51	-2	16	10
22	O=C(Nc1ccccc1Cl)c1ccc(C(=O)Nc2ccccc2Cl)cc1	-5	62*	34	x	-3	3
23	COc1ccc(/C=C(\C#N)C(=O)Nc2cc(S(=O)(=O)N3CCOCC3)ccc2N2CCCC2)cc1	6	21	-9	2	27	0
24	O=C(Nc1cccc(F)c1)NC1CCN(Cc2ccccc2)CC1	-26	-7	-10	-1	8	6
25	CCN(CC)S(=O)(=O)c1cccc(NC(=O)CNc2cccc(S(=O)(=O)N3CCOCC3)c2)c1	10	36	9	1	40	17
26	Cc1ccccc1/C=N/Nc1nc2ccccc2c(=O)n1O	3	-3	-24	-1	-24	-131
27	CCCc1oc(C(=O)O)cc1CN1CCOCC1	5	8	-20	4	-2	0
28	O=C(NCCc1ccc(Cl)cc1)C(=O)c1c[nH]c2ccccc12	6	-23	-12	-1	3	-23
29	N#C/C(=C\c1ccc(Cl)cc1Cl)c1n[nH]c(Cn2cncn2)n1	4	x	10	0	65*	-1
30	CCCCCCCCN1C(=O)[C@H](CC(=O)NCCCCc2ccccc2)C[C@@]2(C(=O)OC)CCCCC=C12	x	-7	-10	x	10	x

cpd	HIF-2a block	MITF TRPM1 inh	Shn3 3UTR inh	TRAIL sens C8	CF NFkB block
16	43*	1	26	1	-4
17	2	2	2	-12	-2
18	-156	x	-45	-5	-65
19	-34	-8	3	5	-2
20	8	2	12	10	-12
21	-11	7	-28	-11	3
22	3	13	-16	2	-11
23	6	-6	-6	-7	14
24	10	11	4	2	0
25	16	41	88*	24	8
26	-199	-50	-55	9	10
27	11	8	1	25	20
28	-37	1	20	-7	5
29	13	4	-2	1	10
30	5	x	x	10	x

cpd	molecule	KKLEB cytotox	TROY signal inh	NR2E3 ag-1	NR2E3 ag-2	TWEAK-Fn14 inh	Peg3 promoter
31	COc1ccnc(NCc2ccc(Cl)cc2)c1C#N	-10	-54	-48	0	-33	-78
32	COCCn1c(=S)[nH]c2cc(C(=O)N3CC(C)CC(C)C3)ccc2c1=O (stereo unspecified)	8	-5	x	0	18	23
33	Cc1cccc(C(=O)N(Cc2ccc(C)o2)C2CCS(=O)(=O)C2)c1 (stereo unspecified)	8	-11	-17	-2	20	-8
34	CC(OC(=O)CC(NC(=O)c1ccccc1Cl)c1ccccc1)C(=O)Nc1cccc(Cl)c1Cl (stereo unspecified)	-15	5	-21	-2	7	21
35	CNC(=O)[C@H](C)[C@@H]1C[C@@]1(C)[C@@H](NC(=O)OCc1ccccc1)c1ccccc1	2	-9	-1	-2	12	0
36	COCCn1cnnc1SCC(=O)Nc1cc(C)on1	-10	6	-29	x	22	6
37	C#CCOC(=O)c1ccccc1C(=O)N(CC)CC	1	-3	13	2	-2	-6
38	O=C(O)C(Cc1c[nH]c2ccccc12)NS(=O)(=O)c1ccc(Cl)cc1 (stereo unspecified)	13	3	-5	-4	15	3
39	CCOC(=O)Cn1c(=NC(=O)CC)sc2c(C)cc(C)cc21	2	-4	2	-5	-24	-5
40	CCOc1ccc(S(=O)(=O)N2CCC(C(=O)N3CCN(c4ccccc4F)CC3)CC2)cc1C	-6	16	48	-2	4	25
41	O=C1CC[C@@H](CN(Cc2ccccn2)Cc2nc(Cc3ccccc3)no2)N1	2	-14	16	2	4	-2
42	CCCOc1cc(C)c(S(=O)(=O)NC2CC(C)(C)NC(C)(C)C2)cc1C	3	9	-15	-2	7	19
43	O=C(OCc1nc(-c2ccccc2Cl)no1)c1ccco1	-12	-22	-7	0	-1	2
44	CC(C)CNC(=O)C1(C)CCCN1C(=O)c1ccc2ccccc2n1 (stereo unspecified)	-3	-12	-6	x	-3	4

cpd	HIF-2a block	MITF TRPM1 inh	Shn3 3UTR inh	TRAIL sens C8	CF NFkB block
31	-121	-20	-17	-15	-7
32	-11	14	11	9	-11
33	8	0	2	5	-2
34	13	-10	2	-1	5
35	4	3	13	-9	10
36	11	10	11	1	13
37	19	-10	10	-6	17
38	18	16	-9	-4	-8
39	12	0	13	21	-5
40	15	30	15	9	-9
41	1	6	-12	-2	-13
42	13	-20	-24	-9	5
43	4	-9	-20	-8	12
44	5	x	-20	-14	-4
